Avidin fluor – green autofluorescence of compounds with avidin beads – biophysical, 488/530 nm, flow cytometry, artefact control, profiling panel | compound fluorescence 488/530 nm; hits give high values | fluorescence (KMESF) at 10 µM | 220,000 tested, 0.38% active | AID 1775, 2009; in the data active = fluorescence above about 47; also: inactives centre near 10
Bfl-1 Bim block – inhibitors of Bim binding to Bfl-1, primary screen, biochemical, multiplexed, bead-based flow cytometry | AID 1008, 2008 | Bim-Bfl-1 binding inhibition | inhibition, % at 10 µM | 190,000 tested, 0.12% active | Bcl-2-related protein A1 (Homo sapiens), Q16548;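 also: 0% = wells without compound plus tracer and 100% = blocker peptide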
ABCG2 inh – ABCG2 efflux pump inhibitors, primary screen, multiplex with ABCB1, IgMXP3 cells, flow cytometry; Broad substrate specificity ATP-binding cassette transporter ABCG2 (Homo sapiens), Q9UNQ0; JC-1 efflux; inhibition, % at 6.6 µM; 190,000 tested, 0.1% active; AID 1325, 2008;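 active = inhibition above 80%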;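 also: 0% = DMSO and 100% = nicardipine control wells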
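Test system: ABCG2 IgMXP3 and barcoded ABCB1 CCRF-Adr cell mix; Schedule: cells with compound and JC-1, 10 min at 25 °C, rotating, no wash; Technique: flow cytometry of retained JC-1 fluorescence; Measure: % inhibition of efflux relative to nicardipine and DMSO; Controls: nicardipine high and DMSO low controls.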
RGS4-Gao reg – modulators of RGS4 binding to Galphao, primary screen, biochemical, multiplexed bead flow cytometry. actives lie on both sides. binding response (% of control), % at 10 µM. 220,000 tested, 0.33% active. AID 1415, 2008; in the data active = binding response below about 49% or above about 150%; inactive = in between;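 also: fluorescent Galphao activated with aluminum fluoride binding bead-coupled RGS4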
Target sequence (P09471 whole entry, looked up): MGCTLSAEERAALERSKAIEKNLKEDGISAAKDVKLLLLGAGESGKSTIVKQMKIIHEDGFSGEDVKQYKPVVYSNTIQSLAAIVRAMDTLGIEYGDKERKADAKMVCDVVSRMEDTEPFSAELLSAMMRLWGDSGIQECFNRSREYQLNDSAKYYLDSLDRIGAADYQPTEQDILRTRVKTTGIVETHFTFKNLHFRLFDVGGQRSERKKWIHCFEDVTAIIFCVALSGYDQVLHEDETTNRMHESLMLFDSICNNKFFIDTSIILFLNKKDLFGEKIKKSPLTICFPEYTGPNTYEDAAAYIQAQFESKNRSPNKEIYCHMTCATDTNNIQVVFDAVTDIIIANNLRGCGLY
ABCB1 block – ABCB1 efflux pump inhibitors, primary screen, cell-based, multiplex, flow cytometry, ABCG2 counter-screen. CCRF-Adr cells, JC-1 efflux. inhibition, % at 6.6 µM. 190,000 tested, 0.067% active; in the data active = inhibition above about 40%;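 also: 0% = vehicle and 100% = reference inhibitor; higher value means more JC-1 retained so stronger ABCB1 efflux block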
Bcl-2 Bim block – inhibitors of Bim-Bcl-2 binding, primary screen, biochemical, multiplexed, human Bcl-2 family; Apoptosis regulator Bcl-2 (Homo sapiens), P10415; Bead-based flow cytometry, Bim peptide-Bcl-2 binding; inhibition, % at 10 µM; 190,000 tested, 0.06% active; AID 950, 2007; in the data active = inhibition above about 40%;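 also: 0% = no compound wells with probe peptide and 100% = reference peptide inhibitor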
Bcl-B Bim block – inhibitors of Bim-Bcl-B binding, primary screen, biochemical, multiplexed, human Bcl-2 family. Bcl-2-like protein 10 (Homo sapiens), Q9HD36. bead-based flow cytometry, Bim peptide-Bcl-B binding. inhibition, % at 10 µM. 190,000 tested, 0.073% active. AID 951, 2007;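 also: 0% = tracer peptide without compound and 100% = reference inhibitor peptide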
Target sequence (Q9HD36 whole entry, looked up): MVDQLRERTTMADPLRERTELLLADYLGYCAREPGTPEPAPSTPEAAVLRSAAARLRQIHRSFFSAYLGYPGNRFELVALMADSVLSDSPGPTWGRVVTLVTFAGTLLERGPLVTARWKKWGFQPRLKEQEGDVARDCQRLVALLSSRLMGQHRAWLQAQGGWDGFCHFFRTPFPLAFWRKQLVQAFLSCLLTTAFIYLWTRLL
RGS7-Gao – RGS7-Galphao binding modulators, primary screen, biochemical, multiplexed bead flow cytometry. Guanine nucleotide-binding protein G(o) subunit alpha (Homo sapiens), P09471. actives lie on both sides. AID 1439, 2008. binding response (% of control), % at 10 µM. 220,000 tested, 0.35% active; in the data active = binding response below about 49% or above about 150%;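 also: fluorescent Galphao held in activated GDP-AlF4 state binding bead-coupled RGS7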
Bim-Bcl-W – inhibitors of Bim binding to Bcl-W, primary screen, biochemical, multiplexed, bead-based flow cytometry | Bim peptide-Bcl-W binding | 190,000 tested, 0.02% active | AID 952, 2007 | inhibition, % at 10 µM;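 also: 0% = bound tracer without compound and 100% = peptide blocker; higher means less fluorescent Bim peptide bound to Bcl-W beads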
Target sequence (Q92843 whole entry, looked up): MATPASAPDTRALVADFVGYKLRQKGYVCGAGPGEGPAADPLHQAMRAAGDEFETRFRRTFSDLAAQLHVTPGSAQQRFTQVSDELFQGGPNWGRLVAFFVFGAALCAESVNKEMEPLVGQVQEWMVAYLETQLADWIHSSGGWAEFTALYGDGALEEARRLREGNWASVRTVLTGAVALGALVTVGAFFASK
Bcl-XL Bim block – inhibitors of Bim-Bcl-XL binding, primary screen, biochemical, multiplexed, bead flow cytometry, human Bcl-XL; 190,000 tested, 0.04% active; AID 1007, 2008; inhibition, % at 10 µM; Bim peptide-Bcl-XL binding, fluorescence; Bcl-2-like protein 1 (Homo sapiens), Q07817
Target sequence (Q07817 whole entry, looked up): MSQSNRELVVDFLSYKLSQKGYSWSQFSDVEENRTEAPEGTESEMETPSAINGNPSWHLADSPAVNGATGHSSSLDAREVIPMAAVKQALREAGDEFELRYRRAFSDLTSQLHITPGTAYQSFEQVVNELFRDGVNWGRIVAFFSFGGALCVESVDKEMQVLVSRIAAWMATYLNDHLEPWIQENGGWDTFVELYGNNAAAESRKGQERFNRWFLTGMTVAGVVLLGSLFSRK
GSH bead fluor – compound fluorescence on glutathione beads, profiling panel, artefact control, biophysical, 488/530 nm, flow cytometry; fluorescence (KMESF) at 10 µM; 190,000 tested, 0.25% active; GSH beads flow cytometry, compound fluorescence 488/530 nm; hits give high values; in the data active = fluorescence above about 89;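 also: glutathione beads carrying GST-tagged Bcl family fusion proteins plus one bare bead set; values are compound well signal with DMSO vehicle wells as background; inactives centre near 16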
An asterisk follows results filed as active. Rule as the data show it, unless noted: active = inhibition above about 40%.

SMILES	Avidin fluor	Bfl-1 Bim block	ABCG2 inh	RGS4-Gao reg	ABCB1 block	Bcl-2 Bim block	Bcl-B Bim block	RGS7-Gao	Bim-Bcl-W	Bcl-XL Bim block	GSH bead fluor
Cc1ccc(C(c2nnnn2CS(=O)(=O)c2ccc(C)cc2)N2CCC(C(N)=O)CC2)cc1 (stereo not given)	11	-11	0	111	0.2	-4	-2	109	2	-3	15
Cc1ccc(NS(=O)(=O)c2cccc(C(=O)NCC3(N(C)C)CCCCC3)c2)cc1	11	-2	3	103	0.2	0	-2	93	-3	0	12
COC(=O)c1sc(NC(=O)CSc2nncs2)c(C(=O)OC)c1C	13	-18	35	94	-2.3	-6	-9	87	0	-6	37
Cc1sc2nc(C(C)(C)C)oc(=O)c2c1C	15	-1	4	101	0.6	-3	0	100	0	0	13
CCO[C@H]1OC(C(=O)Nc2ccccc2)=C[C@@H](C)[C@@H]1CCCO	5	-5	2	75	0.7	-5	-2	77	0	-4	19
Cc1ccc(S(=O)(=O)N2CCOCC2)cc1NC(=O)CN1CCN(c2ccc(O)cc2)CC1	12	0	0	99	0.0	0	-7	100	-1	-4	9
Cc1ccc(S(=O)(=O)Nc2ccc3c(c2)c2c(n3S(=O)(=O)c3ccc(C)cc3)CCCC2=O)cc1	21	-4	0	103	1.4	-8	-8	103	-1	-5	11
O=C(CCc1nnc(CCCCc2ccccc2)o1)NCCCc1cccnc1	9	-5	3	104	0.6	1	-27	102	-2	-1	10
CC12CC3CC(C)(C1)CC(C(=O)NC1=NCCS1)(C3)C2	6	-12	3	98	0.6	-8	-6	99	2	10	35
O=C(Nc1ccc(N2CCN(C(=O)c3ccco3)CC2)c(Cl)c1)c1c(F)c(F)c(F)c(F)c1F	5	-13	3	105	0.3	-11	-8	102	-1	-2	23

The final 2 compounds of the part above open the next one.
SMILES	Avidin fluor	Bfl-1 Bim block	ABCG2 inh	RGS4-Gao reg	ABCB1 block	Bcl-2 Bim block	Bcl-B Bim block	RGS7-Gao	Bim-Bcl-W	Bcl-XL Bim block	GSH bead fluor
CC12CC3CC(C)(C1)CC(C(=O)NC1=NCCS1)(C3)C2	6	-12	3	98	0.6	-8	-6	99	2	10	35
O=C(Nc1ccc(N2CCN(C(=O)c3ccco3)CC2)c(Cl)c1)c1c(F)c(F)c(F)c(F)c1F	5	-13	3	105	0.3	-11	-8	102	-1	-2	23
CCOc1ccc(OCc2ccc(C(=O)NCc3cccnc3)o2)cc1	8	-1	4	104	0.8	0	-2	107	-2	-2	21
CCCc1nc2ccc(NC(C)=O)cc2c(=O)n1Cc1ccc(Cl)cc1	16	-4	8	106	2.0	0	-3	104	-2	-2	12
O=C(NCc1cccnc1)c1ccc(COc2ccccc2Cl)o1	6	3	33	101	0.8	-2	2	98	-2	-3	11
CC(c1ccccc1C(O)(c1ccccc1)c1ccccc1)N(C)C (stereo not given)	-3	5	1	17*	1.1	0	0	7.0*	-4	-6	9
O=C(COc1ccc(F)c(Cl)c1)c1ccc[nH]1	5	-10	3	99	0.7	-5	-4	100	2	4	53
COc1ccc(CCNc2nc(-c3sc(N)nc3C)cs2)cc1OC	34	-18	65	107	0.8	-15	-13	106	-5	-9	27
CC(Sc1nnc(Cc2ccc([N+](=O)[O-])cc2)o1)C(N)=O (stereo not given)	23	-8	2	105	0.7	0	-5	100	0	1	9
O=C1c2ccccc2C(=O)C12OC(c1ccccc1)C1(C(=O)c3ccccc3C1=O)C2c1cccc([N+](=O)[O-])c1 (stereo not given)	7	1	-6	100	1.4	-3	-6	101	1	1	20
COc1cccc(=O)c2c(C)n(-c3cc(C)cc(C)c3)c(C)c12	34	8	2	99	0.5	2	-3	95	4	0	20
Cc1ccc(S(=O)(=O)N(C)C)cc1NC(=O)c1ccc(OC(F)(F)F)cc1	23	-7	55	100	1.8	-11	-9	100	-7	-10	9
S=C(Nc1cccc(Cl)c1Cl)N1CCC2(CC1)OCCO2	10	5	2	87	0.1	0	0	104	0	0	15
O=C(COC(=O)/C=C/c1ccc(S(=O)(=O)N2CCOCC2)cc1)NCc1ccc(Cl)cc1	6	-1	1	104	0.4	-4	0	104	0	0	11
CCOC(=O)c1ccc(Oc2nc(NC)nc(SC)n2)cc1	16	-12	10	103	-0.9	-8	-9	103	1	4	45
CCN(CC)CCNC(=O)c1cn(CC)c2ccc(S(=O)(=O)N(C)C)cc2c1=O	6	-12	1	102	0.7	-10	-7	102	0	-4	26
COc1ccc(S(=O)(=O)N(CC(=O)NCc2cccnc2)Cc2ccccc2)cc1	10	-3	0	101	0.3	4	-2	105	0	1	27
COC(=O)c1ccc(Oc2c(C)oc3cc(OCc4cnn(-c5ccccc5)c4)ccc3c2=O)cc1	12	-17	11	95	2.0	-10	-5	96	0	3	37
CC(C)(C)c1ccc(/C=C2\Oc3cc(OC(=O)N4CCOCC4)ccc3C2=O)cc1	12	1	-2	93	0.1	-1	-6	93	-1	-8	5
CSc1nc(C2CC2)cc(-c2cccs2)c1C#N	15	0	3	102	0.3	-5	-8	100	-9	-3	19
O=C(CCN1C(=O)c2ccccc2C1=O)Nc1ccc(S(=O)(=O)N2CCOCC2)cc1	15	-16	18	100	2.7	-7	-7	101	-3	-8	33
CCCCCC(=O)Nc1nc(C)c(-c2csc(Nc3ccccc3OC)n2)s1	28	-7	-1	100	-0.4	-5	-6	99	4	-3	25

Shown as a hit in RGS4-Gao reg (from the list above):
compound	Avidin fluor	Bfl-1 Bim block	ABCG2 inh	RGS4-Gao reg	Bcl-B Bim block	RGS7-Gao	Bim-Bcl-W	Bcl-XL Bim block	GSH bead fluor
CC(c1ccccc1C(O)(c1ccccc1)c1ccccc1)N(C)C (stereo not given)	-3	5	1	17*	0	7.0*	-4	-6	9

Following part:
SMILES	Avidin fluor	Bfl-1 Bim block	ABCG2 inh	RGS4-Gao reg	ABCB1 block	Bcl-2 Bim block	Bcl-B Bim block	RGS7-Gao	Bim-Bcl-W	Bcl-XL Bim block	GSH bead fluor
O=C(C1=C[C@@H](C2CCCCC2)C[C@@H](OCc2ccc(CO)cc2)O1)N1CCOCC1	7	-5	8	93	1.2	1	-6	99	-2	0	17
O=C(Nc1ccc2ccccc2c1)c1cn(-c2ccccc2)nc1-c1cccs1	35	-2	1	99	-0.3	-4	-4	103	-1	-5	14
COc1ccc(S(=O)(=O)N2CCN(c3nc4ccccc4nc3-n3nc(C)cc3C)CC2)cc1	22	-16	18	100	7.3	-11	-7	103	0	-8	25
CCSc1nc(C)c(CC)c(C)c1C(N)=O	35	-3	0	97	0.2	0	-1	101	-1	-5	19
O=C(NCc1nc2ccccc2[nH]1)c1ccc(Cl)c(S(=O)(=O)N2CCCC2)c1	8	-7	11	97	0.2	-8	-12	98	2	-4	43
COc1cc(/C=C2\CC/C(=C\c3cc(OC)c(O)c(OC)c3)C2=O)cc(OC)c1O	3	50*	-3	93	-1.2	37	18	69	43*	25	3
Cc1nn(C)cc1S(=O)(=O)N1CCN(Cc2ccc(F)cc2Cl)CC1	5	-6	1	95	0.1	0	-4	95	-3	0	9
CC1CCC(NC(=O)CN2CCC(n3nnc4cc(F)ccc43)CC2)CC1 (stereo not given)	34	-11	47	103	2.5	-11	-5	107	-2	-6	25
CC1(C)C(c2cccs2)=[N+]([O-])C2(CCCCC2=O)N1O (stereo not given)	8	-2	17	109	-0.6	-5	-4	103	-4	-1	14
Cc1cccc(C)c1NC(=O)c1ccc(-n2cnnn2)cc1	20	4	0	99	-0.1	2	-13	101	-2	-6	17

Ordered by value in Bcl-XL Bim block (high to low): some entries from above.
| SMILES | Bcl-XL Bim block |
| --- | --- |
| S=C(Nc1cccc(Cl)c1Cl)N1CCC2(CC1)OCCO2 | 0 |
| O=C(CCc1nnc(CCCCc2ccccc2)o1)NCCCc1cccnc1 | -1 |
| CCCCCC(=O)Nc1nc(C)c(-c2csc(Nc3ccccc3OC)n2)s1 | -3 |
| CCO[C@H]1OC(C(=O)Nc2ccccc2)=C[C@@H](C)[C@@H]1CCCO | -4 |
| COC(=O)c1sc(NC(=O)CSc2nncs2)c(C(=O)OC)c1C | -6 |
| COc1ccc(S(=O)(=O)N2CCN(c3nc4ccccc4nc3-n3nc(C)cc3C)CC2)cc1 | -8 |

Additional entries follow:
SMILES	Avidin fluor	Bfl-1 Bim block	ABCG2 inh	RGS4-Gao reg	ABCB1 block	Bcl-2 Bim block	Bcl-B Bim block	RGS7-Gao	Bim-Bcl-W	Bcl-XL Bim block	GSH bead fluor
CCCCc1nc2ccccc2c(=O)n1NC(=O)c1c(O)c2c(n(CC(C)C)c1=O)CCCC2	10	-19	8	98	5.1	-10	-9	96	0	-11	29
CCOC(=O)c1c(N)sc2c1CCSC2	6	-4	1	101	-0.1	-7	-8	100	2	-1	16
Cc1ccc(C(=O)C(OC(=O)CN2C(=O)c3ccccc3C2=O)c2ccccc2)cc1C (stereo not given)	9	-8	5	95	2.9	-8	-7	101	1	-2	17
CC(=O)Nc1ccc(S(=O)(=O)NCCc2ccc(F)cc2)cc1	3	-1	1	103	0.1	2	-1	101	-1	0	24
Cc1ccc(S(=O)(=O)N(CC(=O)Nc2cccc([N+](=O)[O-])c2)C2CCCCC2)cc1	8	-16	3	98	0.8	-10	-10	98	0	-4	14
COc1ccc(NC(=O)CCN2CCCCCC2)c(OC)c1	36	-1	0	102	0.2	-4	-3	100	-2	-3	10
CN(CC(=O)Nc1ccc(F)cc1)c1ccc(S(=O)(=O)N2CCCC2)cn1	14	-1	0	105	-0.3	-2	0	102	-3	1	75
Oc1ccc(-c2cn3cc(C(F)(F)F)ccc3n2)cc1	18	-16	7	106	0.2	-8	-9	105	-4	-9	11
N#CCC(=O)NNC(=S)Nc1ccccc1C(F)(F)F	11	-1	3	103	0.2	1	1	104	0	0	10
COc1ccc(Cn2c(N)c(C#N)c3nc4ccccc4nc32)cc1	5	-14	10	106	1.0	-12	-13	105	1	6	28
O=C(CCn1c(=O)sc2ccccc21)NC1=NCCS1	24	0	1	101	0.1	12	-3	100	-4	-7	18
O=C(NCCN1CCN(c2ccccc2)CC1)C1CCN(S(=O)(=O)c2cccs2)CC1	30	-11	5	111	1.7	-3	-8	104	-1	-2	11
